Source: PubChem
Ecoli WT expand: E. coli BW25113 growth inhibition, expanded screen. OD600 absorbance. growth inhibition, % at 100 µM. actives 0.15% (n = 98,000). AID 710;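 active means growth inhibition above about 50% at one test dose, limit read from the data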;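 further: growth measured after 20 h incubation at 37 °C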
Fibroblast inh: blocks proliferation of human lung fibroblasts; LL 47 human lung fibroblast viability, ATP luminescence; hits give low values; viability, % at 10 µM; actives 1.1% (n = 85,000);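 active means viability at or below 50% in the single dose screen; inactive means viability above 50%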;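 further: compound exposure lasted 72 h before the ATP readout; 100% = median luminescence of untreated cell-only wells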
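Test system: LL 47 human lung fibroblasts; Quantity: 1,150 cells/well; Buffer or medium: IMEM plus 15% FBS; Dosing: tenfold compound dosing solution, DMSO at 0.1%; Timing: overnight cell rest, 72 h compound treatment at 37 °C; Detection: ATP-based CellTiter-Glo luminescent readout; Read-out basis: viability percentage against median untreated-cell control; Controls: cell-only wells, no compound.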
PostGolgi yeast: growth inhibition of a yeast mutant, post-Golgi transport screen; post-Golgi transport phenotypic cell assay; inhibition, % at 10 µM; actives 0.9% (n = 98,000); AID 739;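 further: yeast cells grown in 1536-well plates; yeast grown about 18 h at 30C before absorbance read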
H69AR growth 86K: growth inhibitors of human H69AR lung tumor cells. H69AR lung tumor viability, ATP luminescence, 72 h; hits give low values. viability, % at 10 µM. actives 6% (n = 85,000). AID 598;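 active means viability at or below 40%; inactive means viability above 40%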;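 further: multidrug resistant small cell line overexpressing MRP-1 efflux transporter; 100% = mean luminescence of untreated control wells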
S1P2 blocker: blocks the human S1P2 receptor; inhibition, % at 5 µM; O95136; actives 0.21% (n = 97,000); cell-based S1P2 antagonist assay, inhibition at 5 uM; in the data active means inhibition above about 45%;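 further: CRE beta-lactamase reporter cells expressing human S1P2 stimulated with S1P; 0% = agonist at EC80 alone and 100% = agonist plus reference antagonist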
Target sequence (O95136 whole entry, looked up): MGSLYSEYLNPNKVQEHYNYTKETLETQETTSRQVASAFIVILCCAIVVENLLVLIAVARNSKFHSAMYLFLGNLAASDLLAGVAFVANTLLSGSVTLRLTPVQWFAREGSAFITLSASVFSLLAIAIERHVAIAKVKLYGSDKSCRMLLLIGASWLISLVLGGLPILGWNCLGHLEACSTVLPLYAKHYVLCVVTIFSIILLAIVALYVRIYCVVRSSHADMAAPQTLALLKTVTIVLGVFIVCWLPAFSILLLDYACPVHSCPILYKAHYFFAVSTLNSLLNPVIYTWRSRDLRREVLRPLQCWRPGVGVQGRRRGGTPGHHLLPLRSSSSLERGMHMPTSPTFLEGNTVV
S1P2 agonist: agonists of human S1P2 receptor. S1P2-expressing cell line, agonist reporter read-out. O95136. activation, % at 4.5 µM. actives 0.46% (n = 97,000); in the data active means activation above about 16%;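 further: 0% = vehicle low control and 100% = maximal reference agonist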
hDAT+cocaine: changed human dopamine transporter uptake under cocaine IC80 | AID 449768 | actives 1.3% (n = 110,000) | B-score at 10 µM | LLC-PK1 hDAT cells, [14C]-dopamine uptake with cocaine IC80; actives deviate in either direction;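 active means Z score or B-score, a plate-position-corrected score, falls beyond the plate's 99.7% confidence bounds, in either direction; inactive means both scores lie inside the 99.7% bounds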;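 further: scored against the spread of the other compound wells on the same plate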
Target sequence (Q01959 whole entry, looked up): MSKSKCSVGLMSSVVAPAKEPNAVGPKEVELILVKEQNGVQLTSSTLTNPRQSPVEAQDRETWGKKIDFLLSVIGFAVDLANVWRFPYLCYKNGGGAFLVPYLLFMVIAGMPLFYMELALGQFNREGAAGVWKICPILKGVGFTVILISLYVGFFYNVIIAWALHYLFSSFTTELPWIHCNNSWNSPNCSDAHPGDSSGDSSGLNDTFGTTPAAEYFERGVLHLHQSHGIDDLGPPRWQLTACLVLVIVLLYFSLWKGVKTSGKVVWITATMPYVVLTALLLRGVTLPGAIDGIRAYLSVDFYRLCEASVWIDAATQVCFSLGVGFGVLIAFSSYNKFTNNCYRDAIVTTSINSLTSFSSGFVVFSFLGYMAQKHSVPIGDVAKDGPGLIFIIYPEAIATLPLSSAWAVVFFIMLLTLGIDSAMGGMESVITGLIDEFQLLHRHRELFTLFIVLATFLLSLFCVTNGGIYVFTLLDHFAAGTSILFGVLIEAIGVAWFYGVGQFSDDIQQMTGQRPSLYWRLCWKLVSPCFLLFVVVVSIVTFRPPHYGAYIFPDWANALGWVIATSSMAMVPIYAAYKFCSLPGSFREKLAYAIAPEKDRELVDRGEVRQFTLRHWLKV
PostGolgi ctrl: yeast control strain growth, post-Golgi counter-screen. efflux-deficient yeast background strain, growth absorbance A615, 16 h. inhibition, % at 10 µM. actives 5% (n = 98,000). AID 738
HUVEC prolif 384: inhibitors of human endothelial cell proliferation. HUVEC proliferation, CellTiter-Glo luminescence, 72 h; hits give low values. viability, % at 10 µM (by protocol). actives 1.1% (n = 86,000);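 active means viability at or below 30%; inactive means viability above 30%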;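 further: 100% = median luminescence of DMSO-only cell control wells on each plate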
Active calls of the source: *; . = no result given. Unless noted, no stated cut-off is given here; in the data, active means inhibition above about 30%; inactive means the rest.

SMILES	Ecoli WT expand	Fibroblast inh	PostGolgi yeast	H69AR growth 86K	S1P2 blocker	S1P2 agonist	hDAT+cocaine	PostGolgi ctrl	HUVEC prolif 384
COCCn1nnnc1CN1C2CCCC1CC(NC(C)=O)C2 (configuration not stated)	-6	109	-1	99	7	-1	-0.29	1	97
O=c1oc2ccccc2n1CSC1=NCCS1	-2	85	25	21*	12	-8	-0.87	0	54
CN1CCN(C(=O)N2c3ccccc3C=Cc3ccccc32)CC1	2	88	2	70	.	.	0.74	-1	99
C=CCOc1cccc(C2/C(=C(/O)c3ccc(C)cc3)C(=O)C(=O)N2CCN2CCOCC2)c1 (configuration not stated)	4	104	-12	95	8	-3	0.33	0	102
CCC(=O)N1CCc2cc(S(=O)(=O)NCCN3CCCCC3CC)ccc21 (configuration not stated)	7	90	3	95	-8	-2	1.3	-4	105
C=CCn1c(CCNC(=O)c2ccccc2F)nnc1SCC(=O)Nc1nc(C)cs1	5	96	-4	91	-6	-4	0.16	-2	94
Cc1ccc(-c2ccnc(=S)[nH]2)cc1	-1	.	-5	.	18	-5	0.25	25	.
O=S(=O)(O)c1nc2ccccc2n1Cc1ccccc1	4	101	-12	103	-4	-6	.	14	90
Cc1ccc(C(=O)Nc2nc3ccc(S(C)(=O)=O)cc3s2)o1	.	77	.	29*	13	-2	-0.035	.	67
O=C(CCC(=O)c1cccs1)Nc1ccccc1F	7	104	1	103	0	-2	-0.064	0	107
COc1ccc(-c2nnc(NC(=O)C(C)C)o2)cc1	-1	95	-7	86	-10	-8	-1.7	-2	93
S=c1[nH]nc(CSc2nc3ccccc3s2)n1Cc1ccccc1	-6	93	-7	64	2	-6	.	34*	90
CCSCc1nnc(SCC(=O)Nc2cccc(SC)c2)n1C	8	99	-6	90	4	-5	-0.0056	-12	90
Cc1ccc(CNC(=O)Cn2cncn2)cc1	-2	.	-6	.	13	-6	-0.43	20	.
Cc1nc(-c2ccccc2)nc2[nH]c(C(C)C)cc(=O)c12	1	100	6	46	-10	-3	-0.32	23	86
Cc1onc(-c2ccccc2)c1C(=O)n1nnc2ccccc21	-2	.	30	60	-1	-5	0.0024	-7	94
COc1ccc(NC(=O)CSc2nnc(N)s2)cc1	9	103	14	81	21	-2	-1.8	5	93
COc1ccc(C(=O)C(OC(=O)c2ccccc2)c2ccccc2)cc1 (configuration not stated)	-8	.	-11	.	1	-5	.	3	.
Brc1cc2c(cc1/C=N/Nc1nc3ccccc3s1)OCO2	-10	.	7	.	17	-4	0.47	13	.
N#CC1=C(N)N(c2ccc(Oc3ccccc3)cc2)C(=O)C1	14	94	-4	85	-19	-5	0.0048	1	89
O=C(CSc1nnc(Cc2cccs2)n1C1CCCCC1)N1CCCc2ccccc21	-7	101	6	34*	-8	-2	2.2*	11	71
CC(C)(C)S(=O)c1cccs1 (configuration not stated)	-15	101	-2	102	9	1	-0.19	9	117
CCOc1ccc(N2C(=O)CSC23CCCCC3)cc1	-6	105	5	92	.	.	1.1	12	102
Cc1c(-c2ccccc2)cn2c1-c1ccc(C)n1CC2	-4	.	3	.	19	-12	-1.3	-1	.
CC1(C)CC(=O)c2cnc(N3CCN(c4ccccc4)CC3)nc2C1	-3	93	19	.	-4	-3	0.75	18	92

18 of the compounds above, with two lines to a compound.
Every second line gives: Ecoli WT expand | Fibroblast inh | PostGolgi yeast | H69AR growth 86K | S1P2 blocker | S1P2 agonist | hDAT+cocaine | PostGolgi ctrl | HUVEC prolif 384
> O=S(=O)(O)c1nc2ccccc2n1Cc1ccccc1
→ 4 | 101 | -12 | 103 | -4 | -6 | . | 14 | 90
> Cc1ccc(C(=O)Nc2nc3ccc(S(C)(=O)=O)cc3s2)o1
→ . | 77 | . | 29* | 13 | -2 | -0.035 | . | 67
> O=C(CCC(=O)c1cccs1)Nc1ccccc1F
→ 7 | 104 | 1 | 103 | 0 | -2 | -0.064 | 0 | 107
> COc1ccc(-c2nnc(NC(=O)C(C)C)o2)cc1
→ -1 | 95 | -7 | 86 | -10 | -8 | -1.7 | -2 | 93
> S=c1[nH]nc(CSc2nc3ccccc3s2)n1Cc1ccccc1
→ -6 | 93 | -7 | 64 | 2 | -6 | . | 34* | 90
> CCSCc1nnc(SCC(=O)Nc2cccc(SC)c2)n1C
→ 8 | 99 | -6 | 90 | 4 | -5 | -0.0056 | -12 | 90
> Cc1ccc(CNC(=O)Cn2cncn2)cc1
→ -2 | . | -6 | . | 13 | -6 | -0.43 | 20 | .
> Cc1nc(-c2ccccc2)nc2[nH]c(C(C)C)cc(=O)c12
→ 1 | 100 | 6 | 46 | -10 | -3 | -0.32 | 23 | 86
> Cc1onc(-c2ccccc2)c1C(=O)n1nnc2ccccc21
→ -2 | . | 30 | 60 | -1 | -5 | 0.0024 | -7 | 94
> COc1ccc(NC(=O)CSc2nnc(N)s2)cc1
→ 9 | 103 | 14 | 81 | 21 | -2 | -1.8 | 5 | 93
> COc1ccc(C(=O)C(OC(=O)c2ccccc2)c2ccccc2)cc1 (configuration not stated)
→ -8 | . | -11 | . | 1 | -5 | . | 3 | .
> Brc1cc2c(cc1/C=N/Nc1nc3ccccc3s1)OCO2
→ -10 | . | 7 | . | 17 | -4 | 0.47 | 13 | .
> N#CC1=C(N)N(c2ccc(Oc3ccccc3)cc2)C(=O)C1
→ 14 | 94 | -4 | 85 | -19 | -5 | 0.0048 | 1 | 89
> O=C(CSc1nnc(Cc2cccs2)n1C1CCCCC1)N1CCCc2ccccc21
→ -7 | 101 | 6 | 34* | -8 | -2 | 2.2* | 11 | 71
> CC(C)(C)S(=O)c1cccs1 (configuration not stated)
→ -15 | 101 | -2 | 102 | 9 | 1 | -0.19 | 9 | 117
> CCOc1ccc(N2C(=O)CSC23CCCCC3)cc1
→ -6 | 105 | 5 | 92 | . | . | 1.1 | 12 | 102
> Cc1c(-c2ccccc2)cn2c1-c1ccc(C)n1CC2
→ -4 | . | 3 | . | 19 | -12 | -1.3 | -1 | .
> CC1(C)CC(=O)c2cnc(N3CCN(c4ccccc4)CC3)nc2C1
→ -3 | 93 | 19 | . | -4 | -3 | 0.75 | 18 | 92

More structures follow.
SMILES	Ecoli WT expand	Fibroblast inh	PostGolgi yeast	H69AR growth 86K	S1P2 blocker	S1P2 agonist	hDAT+cocaine	PostGolgi ctrl	HUVEC prolif 384
Cn1c(CNS(=O)(=O)c2ccc(Br)cc2)n[nH]c1=S	4	.	12	.	6	-5	-0.56	9	.
CN1CCN(S(=O)(=O)c2ccc(N3CCN(S(=O)(=O)c4cccs4)CC3)nc2)CC1	1	.	-2	.	2	0	-2	4	.
Cc1ccc(C(=O)COC(=O)C2CC(=O)N(c3nc(-c4ccccc4)cs3)C2)cc1C (configuration not stated)	-15	.	-4	.	-16	-4	-0.18	13	.
Oc1cccc(Nc2nc(NCC3CCCO3)c3ccccc3n2)c1 (configuration not stated)	38	90	-5	104	17	-4	1.6	5	85
Cc1ccccc1N1C(=O)C2ON(c3ccccc3)C(c3cccnc3)C2C1=O (configuration not stated)	8	93	-1	97	16	-5	-0.035	18	102
CCOC(=O)CC(=O)Nc1nnc(C(C)C)s1	-5	96	-8	109	16	-9	-0.19	9	95
CCOc1ccc(OCC)c(NC(=O)CSc2nnnn2CC)c1	.	100	.	53	-14	-4	0	.	109
CCC(c1nnc(SCC(=O)NCCc2ccc(Cl)cc2Cl)o1)N(C)C (configuration not stated)	1	102	1	86	9	-6	0.9	12	98
CN(C)C(=O)Cn1c(SCC(=O)Nc2ccc3c(c2)OCO3)nc2ccccc21	.	102	.	90	-9	-3	0.52	.	101
COc1cc2[nH]c(=O)n(CCC(=O)N3CCN(c4cccc(C)c4C)CC3)c(=O)c2cc1OC	-11	89	0	2.4*	-2	2	1.3	19	44
CC(C)C(=O)N1CCC(CN=Cc2c(O)n(C3CCCCC3)c(=O)n(C3CCCCC3)c2=O)CC1	-3	102	13	54	-4	-6	3.2*	3	58
O=C(NC1CCCCC1NC(=O)c1cccs1)c1cccs1 (configuration not stated)	-8	100	2	91	1	-1	-0.91	6	105
CCCCn1c2nc3ccccc3nc2c2c(=O)n(CCC)cnc21	0	99	3	65	-19	-2	0.093	14	94
COc1ccc(C(=O)Cc2ccc(OC)c(OC)c2)cc1	-2	96	0	95	6	-3	-0.83	12	98
Nn1c(SCc2nc3ccccc3[nH]2)nnc1-c1cccnc1	3	93	-8	104	.	.	0.36	-8	106
CCN(CC)CCN1C(=O)C(=O)/C(=C(/O)c2c(C)[nH]c(C(=O)OC)c2C)C1c1ccco1 (configuration not stated)	5	92	-3	101	-9	-6	-0.83	-2	89
Cc1cc(C)n(CC(=O)n2c(C)c(C)c3ccccc32)n1	.	97	.	95	-17	0	-0.41	.	93
CCN(C(=O)c1coc(=O)c2ccccc12)c1cc(OC)ccc1OC	-7	100	-5	84	11	-4	-0.15	38*	101
CCN(CC)C(=O)Oc1ccc2c(=O)c(-c3ccc(OC)cc3)coc2c1	2	95	-4	77	-4	-1	-0.051	9	91
CCOC(=O)CSc1ccc(-c2nc3ccccc3[nH]2)cn1	11	84	3	79	7	-9	0.99	6	78
COc1ccccc1N1CCN(C(=O)C(OC(C)=O)c2ccccc2)CC1 (configuration not stated)	-7	103	-6	85	3	-5	-0.11	-4	95
CCOC(=O)c1c(N)sc(C(=O)N(C)C)c1CN1CCOCC1	-1	.	20	.	-10	-6	-0.91	11	.
CCNC(=O)CC1SC(=Nc2ccccc2C)N(C)C1=O (configuration not stated)	4	.	7	.	-8	-2	-0.1	4	.
Cc1cc(-c2ccccc2C(=O)NCc2ccccc2)on1	0	111	1	84	-2	-2	-0.03	20	94
COc1ccc(/C=C/C(=O)N(CC(C)C)CC(C)C)cc1Br	-9	.	1	.	-11	0	-0.63	11	.
(continued)
SMILES	Ecoli WT expand	Fibroblast inh	PostGolgi yeast	H69AR growth 86K	S1P2 blocker	S1P2 agonist	hDAT+cocaine	PostGolgi ctrl	HUVEC prolif 384
Cc1cccc(-c2noc(CCc3ccccc3)n2)c1	-7	109	-2	98	17	-5	-0.45	-1	121
CCN(CC)S(=O)(=O)c1cccc(C(=O)Nc2ccc(Cl)cn2)c1	-1	89	30	78	24	-9	-0.061	24	86
Cc1nnc(SCCn2c(N3CCC(C)CC3)nc3c2c(=O)n(C)c(=O)n3C)s1	.	105	.	72	21	-2	-0.39	.	99
Cc1ccc2[nH]c(=O)c(CN(Cc3cccs3)Cc3nnnn3CC3CCCO3)cc2c1 (configuration not stated)	-5	98	3	43	-4	-12	-0.15	11	87
Cc1ccc(C(=O)N2CCN3C(=O)c4ccccc4C23c2ccc(Cl)cc2)cc1 (configuration not stated)	-9	61	21	33*	-18	-6	-0.18	39*	66
COc1ccc(NC(=O)C2CCCCN2S(=O)(=O)c2ccc(F)cc2)cc1 (configuration not stated)	0	99	6	75	-5	-5	-0.061	0	101
Cc1cc(=O)oc2cc(NC(=O)C3COc4ccccc4O3)ccc12 (configuration not stated)	0	74	16	39*	-2	-3	-1.1	0	91
CC(C)OCCCNC(=O)c1ccccc1Oc1ccccc1	8	100	7	84	9	-3	-0.11	-1	105
Cc1ccc(-n2ccc(=O)c(-c3ccnc(SCc4cccc(Cl)c4)n3)n2)cc1	-23	.	-12	.	14	-3	-0.34	19	.
CCC(=O)NCCc1cc2cc(C)c(C)cc2[nH]c1=O	3	100	4	82	-1	-7	.	1	104
Cc1n[nH]c(=O)nc1NCc1ccccc1Cl	4	95	3	96	31	1	-0.62	-3	91
CCCc1cc(-c2[nH]ncc2-c2ccc3c(c2)OCCCO3)c(O)cc1O	15	94	10	77	11	-1	0.58	19	48
CC(C)(C)NC(=O)C(=O)NNC(=O)C12CC3CC(CC(C3)C1)C2	1	.	-3	.	-10	-10	.	8	.
CCOC(=O)C(NC(=O)c1cccnc1)(Nc1cccc(C)n1)C(F)(F)F (configuration not stated)	-2	94	2	96	13	-1	0.067	2	103
COc1ccccc1N/N=C/c1c(CO)cnc(C)c1O	-13	105	2	66	12	-10	0.16	5	91
CC(C)(C)C(=O)CC(=O)Nc1ccc(Cl)c(N)c1	2	.	-2	88	23	-5	-0.45	24	79
